# Source: PubChem (several laboratories)
# Rab7 wt modul: modulators of GTP binding to Rab7, primary screen, biochemical, wildtype, multiplex bead flow cytometry; GST-Rab7 beads, fluorescent GTP binding; actives lie on both sides; untreated = 100%, excess cold GTP = 0%; actives 0.055% (n = 190,000); GTP binding activity (percent of control), % at 10 µM;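 active = fluorescent GTP binding to Rab7 beads changed by at least 20 points from the 100% baseline, either direction, mostly lower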;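 note: median green fluorescence of bound Bodipy-FL-GTP per Rab7 bead population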
# RGS8-Gao reg: RGS8-Galphao binding modulators, primary screen, biochemical, multiplexed bead flow cytometry | Guanine nucleotide-binding protein G(o) subunit alpha (Homo sapiens), P09471 | actives lie on both sides | response (percent of control binding), % at 10 µM | actives 0.34% (n = 220,000); in the data active = response below about 60% or above about 140%; inactive = in between;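 note: Galphao activated as the GDP aluminium fluoride complex binding bead-coupled RGS8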
# Mcl1-Bid inh: Mcl-1/Bid binding inhibitors, primary screen, biochemical, TR-FRET, 1536-well | Induced myeloid leukemia cell differentiation protein Mcl-1 (Homo sapiens), Q07820 | TR-FRET Mcl-1/Bid-Dy647 peptide binding | inhibition, % at 21.7 µM | actives 0.97% (n = 220,000);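 active = compounds that cut the binding signal by more than half at the single screening dose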;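 note: His-tagged Mcl-1 with europium anti-His antibody binding Bid BH3 peptide; 0% = Mcl-1 plus peptide wells and 100% = peptide-only wells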
# Target sequence (Q07820 whole entry, looked up): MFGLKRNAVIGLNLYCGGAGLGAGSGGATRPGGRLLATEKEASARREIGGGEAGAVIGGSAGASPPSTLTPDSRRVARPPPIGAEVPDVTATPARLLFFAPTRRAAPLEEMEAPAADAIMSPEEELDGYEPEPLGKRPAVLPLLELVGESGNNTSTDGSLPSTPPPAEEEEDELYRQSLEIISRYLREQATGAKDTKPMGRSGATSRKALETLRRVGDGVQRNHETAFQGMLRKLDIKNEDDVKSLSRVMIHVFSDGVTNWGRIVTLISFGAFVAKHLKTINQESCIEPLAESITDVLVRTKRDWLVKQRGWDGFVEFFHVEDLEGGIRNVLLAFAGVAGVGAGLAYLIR
# Cdc42 wt: modulators of GTP binding to wildtype Cdc42, primary screen, biochemical, multiplex bead flow cytometry, Bodipy-GTP | percent activity (GTP binding), % at 10 µM | actives 0.2% (n = 190,000) | AID 761, 2007 | GST-Cdc42 beads; actives lie on both sides | Cell division control protein 42 homolog (Homo sapiens), P60953;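 active = percent activity GTP binding at least 20 points away from the 100% baseline, either down as inhibitor or up as activator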;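 note: median bead fluorescence of bound Bodipy-FL-GTP at 100 nM; 0% = excess unlabeled GTP control and 100% = no compound control; below 100% means less GTP binding so inhibitor and above means activator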
# Target sequence (P60953 whole entry, looked up): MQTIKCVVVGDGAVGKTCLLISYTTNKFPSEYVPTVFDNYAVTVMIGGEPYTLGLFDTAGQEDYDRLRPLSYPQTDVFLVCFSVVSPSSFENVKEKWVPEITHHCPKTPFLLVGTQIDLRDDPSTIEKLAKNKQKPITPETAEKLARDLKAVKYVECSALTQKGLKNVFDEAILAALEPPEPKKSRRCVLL
# Rac1 mut GTP: GTP binding modulators of activated mutant Rac1, primary screen, biochemical, bead-based flow cytometry, multiplex, fluorescent GTP; Ras-related C3 botulinum toxin substrate 1 (Homo sapiens), P63000; GST-Rac1 activated beads; actives lie on both sides; 100% means binding = to untreated wells; percent activity (GTP binding), % at 10 µM; actives 0.11% (n = 190,000);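 active = GTP binding at least 20 percentage points away from the 100% baseline, in either direction, so actives lie on both sides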
# Bim-Mcl-1: inhibitors of Bim peptide binding to Mcl-1, primary screen, biochemical, bead-based flow cytometry, multiplex; Induced myeloid leukemia cell differentiation protein Mcl-1 (Homo sapiens), Q07820; Bim peptide-Mcl-1 binding; AID 1009, 2008; inhibition, % at 10 µM; actives 0.1% (n = 190,000); in the data active = inhibition above about 40%;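 note: 0% = no compound tracer wells and 100% = peptide blocker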
# Mcl1 Noxa PPI: Mcl-1/Noxa binding inhibitors, primary screen, biochemical, TR-FRET, 1536-well | actives 1.5% (n = 220,000) | inhibition, % at 21.7 µM | TR-FRET Mcl-1/Noxa peptide binding, 2 h | Induced myeloid leukemia cell differentiation protein Mcl-1 (Homo sapiens), Q07820;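 active = compounds that cut the protein-peptide binding signal by more than 50% relative to plate controls in a single-dose test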;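 note: His-tagged Mcl-1 with rhodamine Noxa BH3 peptide and terbium anti-His antibody; 0% = Mcl-1 plus Noxa peptide wells and 100% = peptide-only wells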
# Rac1 wt modul: wildtype Rac1 GTP binding modulators, primary screen, biochemical, GST-Rac1 beads, flow cytometry, multiplex | Ras-related C3 botulinum toxin substrate 1 (Homo sapiens), P63000 | fluorescent GTP binding; actives lie on both sides; 0 = cold GTP competed, 100 = untreated | GTP binding activity (% of control), % at 10 µM | actives 0.27% (n = 190,000) | AID 757, 2007;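 active = GTP binding activity at least 20 points away from the 100% control level, either lower or higher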
# Rab2A wt mod: modulators of GTP binding to Rab2A wildtype, primary screen, biochemical, dog, bead-based flow cytometry, multiplex | Ras-related protein Rab-2A (Canis lupus familiaris), P61105 | GST-Rab2 wt beads, Bodipy-GTP binding | actives 0.19% (n = 190,000) | AID 760, 2007 | GTP binding activity, % at 10 µM;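 active = GTP binding activity at least 20 points away from 100%, either lowered or raised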;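 note: 0% = beads with excess unlabeled GTP and 100% = no-compound control corrected for plate trend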
# HRas wt GTP bind: modulators of GTP binding to HRas wildtype, primary screen, biochemical, bead-based flow cytometry, multiplex | GTPase HRas (Homo sapiens), P01112 | GST-Ras wt beads, Bodipy-FL-GTP binding; actives lie on both sides | GTP binding activity, % at 10 µM | actives 0.14% (n = 190,000) | AID 759, 2007;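 active = GTP binding activity at least 20% away from the 100% baseline, either lowered as inhibitor or raised as activator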;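 note: 0% = unlabeled GTP competition control and 100% = no-compound control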
# Target sequence (P01112 whole entry, looked up): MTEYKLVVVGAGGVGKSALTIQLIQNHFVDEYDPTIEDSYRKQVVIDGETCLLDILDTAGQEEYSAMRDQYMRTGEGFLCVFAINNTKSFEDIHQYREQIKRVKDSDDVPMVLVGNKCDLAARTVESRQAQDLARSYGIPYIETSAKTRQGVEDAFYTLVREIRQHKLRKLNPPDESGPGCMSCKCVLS
# Pf gamet viab: late stage P. falciparum gametocyte viability inhibitors, primary screen, ATP luminescence, HTS; P. falciparum stage V gametocytes, 24 h; inhibition, % at 10.9 µM; actives 0.065% (n = 150,000); AID 743093, 2013;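 active = inhibition above the mean plus 3 SD of compounds within the control limits, set per campaign, cut at about 38% in these data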;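 note: 0% = DMSO wells and 100% = medium only without gametocytes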
# Numbers without * were called inactive; / = not tested or not shown.
# Order of values: Pf gamet viab, Rac1 wt modul, Rab7 wt modul, Bim-Mcl-1, Rac1 mut GTP, Rab2A wt mod, RGS8-Gao reg, Cdc42 wt, Mcl1 Noxa PPI, Mcl1-Bid inh, HRas wt GTP bind
> O=C(O)CC(NC(=O)C12CC3CC(CC(C3)C1)C2)c1cc([N+](=O)[O-])ccc1Cl (stereo unspecified)
→ /, 98, 98, 0, 96, 98, 103, 97, 10, 5, 99
> COCc1c(C(=O)N/N=C/c2cccc3ccccc23)nnn1-c1nonc1N
→ -4, 96, 94, -1, 95, 94, 99, 95, 1, -2, 95
> CSc1ccc(NC(=O)N2CC=C(n3c(=O)[nH]c4ccccc43)CC2)cc1
→ 6, 99, 99, -5, 97, 97, 102, 101, 6, -10, 100
> Cc1cc([N+](=O)[O-])nn1CC(=O)N1c2ccccc2CC1C (stereo unspecified)
→ 1, 109, 104, -3, 101, 101, 102, 104, 6, -14, 103
> COc1c(C(=O)Nc2ccc(Cc3ccncc3)cc2)ccc2ccccc12
→ -9, 106, 99, -4, 96, 96, 105, 102, 22, 5, 99
> O=c1c2ccccc2nc(/C=C/c2ccccc2)n1CCc1ccccc1
→ 14, 100, 98, -4, 96, 98, 102, 93, 5, 12, 98
> COc1ccc(Nc2nc(OC)nc(N3CCN(c4ccc(OC)cc4)CC3)n2)cc1
→ /, 109, 103, -4, 102, 102, 100, 107, 20, -3, 103
> CC1(C)Oc2ccc3ccc(=O)oc3c2/C(=C/NCCO)C1=O
→ -3, 100, 98, -7, 100, 101, 101, 99, 12, -26, 99
> C/C(=N\N=c1/scc(C)n1Cc1ccco1)c1cccc([N+](=O)[O-])c1
→ -15, 98, 95, -3, 95, 97, 98, 97, 13, -46, 95
> O=S(=O)(N[C@@H]1C[C@H]2CC[C@@H]1C2)c1cccs1
→ -15, 108, 105, 0, 98, 103, 96, 104, 12, -18, 103
> O=C(COC(=O)c1cc(-c2cccs2)nn1-c1ccccc1)Nc1cccc([N+](=O)[O-])c1
→ 3, 106, 99, -4, 100, 99, 102, 98, 16, -7, 101
> O=C(N[C@@H](Cc1ccccc1)C(=O)O)c1cccnc1
→ /, 100, 99, 0, 100, 100, 101, 100, 16, 3, 100
> C/C(=N\NC(=O)c1c(C)nc2ccccn12)c1ccco1
→ -2, 96, 91, -1, 98, 95, 106, 98, -12, -3, 95
> O=C(c1cnc(-c2ccc(Cl)cc2)s1)c1ccc(Cl)cc1Cl
→ /, 98, 103, 1, 97, 101, 101, 97, 8, -25, 100
> Cn1c(=O)c2c(nc(CN3CCC(C(N)=O)CC3)n2CCCc2ccccc2)n(C)c1=O
→ -8, 90, 98, -1, 93, 95, 102, 92, 4, -25, 95

# Next section; the last 2 above are carried over.
# Order of values: Pf gamet viab, Rac1 wt modul, Rab7 wt modul, Bim-Mcl-1, Rac1 mut GTP, Rab2A wt mod, RGS8-Gao reg, Cdc42 wt, Mcl1 Noxa PPI, Mcl1-Bid inh, HRas wt GTP bind
> O=C(c1cnc(-c2ccc(Cl)cc2)s1)c1ccc(Cl)cc1Cl
→ /, 98, 103, 1, 97, 101, 101, 97, 8, -25, 100
> Cn1c(=O)c2c(nc(CN3CCC(C(N)=O)CC3)n2CCCc2ccccc2)n(C)c1=O
→ -8, 90, 98, -1, 93, 95, 102, 92, 4, -25, 95
> Cc1ccc(S(=O)(=O)N(C)CC(=O)Nc2ccccc2)cc1
→ -22, 99, 98, 0, 97, 96, 97, 100, 4, 0, 96
> CC/C(=N\NC(=O)c1cccnc1)c1ccc2c(c1)OCCO2
→ /, 100, 98, 3, 98, 97, 102, 100, 6, -21, 99
> C=CCc1c(C)[nH]c(=O)[nH]c1=O
→ -11, 97, 100, -3, 96, 96, 103, 97, 4, -13, 94
> C[C@]12C=CC(=O)C=C1CCC1C3CC[C@](O)(C(=O)CO)[C@@]3(C)CC3OC312 (stereo partly specified)
→ -3, 104, 99, -6, 98, 100, 100, 102, 6, 2, 100
> COc1cccc(NC(=O)N2CCCC2C(=O)NCC(C)C)c1 (stereo unspecified)
→ /, 97, 95, 2, 96, 97, 109, 96, 2, -22, 96
> CCSc1nnc(NC(=O)CSc2nc3c(cc2C#N)CCCC3)s1
→ /, 98, 98, -4, 96, 97, 94, 100, -53, -22, 99
> CC(C)CCNC(=O)C(c1ccco1)N(CC1CCCO1)C(=O)Cn1nnc2ccccc21 (stereo unspecified)
→ /, 100, 97, -4, 97, 99, 100, 100, -6, -5, 99
> Cc1cc(N2CCN(c3ccccc3)CC2)nc(-c2ccccc2)n1
→ /, 97, 97, 1, 97, 97, 107, 97, 20, -24, 98
> CSc1nsc(SCC(=O)Nc2ccc(OC(C)=O)cc2)n1
→ 3, 93, 94, -1, 96, 94, 99, 97, 15, -26, 94
> CC1Cc2ccccc2N1C(=O)CN1CCC(C(N)=O)CC1 (stereo unspecified)
→ -9, 100, 104, -56, 95, 102, 94, 97, -12, -37, 99
> Cc1ccc(C(=O)/C=C/C(=O)c2ccc(C)cc2)cc1
→ -13, 91, 95, -6, 91, 94, 87, 91, 6, -55, 91
> c1cnc(Sc2ccc3nnnn3n2)nc1
→ -14, 101, 107, 0, 97, 98, 104, 98, -6, -5, 99
> Brc1ccc(NCc2nnc3n2CCCCC3)cc1
→ -9, 98, 91, -7, 95, 97, 96, 98, -7, -26, 97
> CC1CCCCN1C(=O)c1cnn2c(C(F)(F)F)cc(-c3ccco3)nc12 (stereo unspecified)
→ 15, 99, 100, 0, 97, 101, 98, 97, -2, -17, 98
> CCC(c1nnnn1Cc1ccccc1)N1CCN(c2ccccc2)CC1 (stereo unspecified)
→ -9, 97, 99, -2, 94, 95, 102, 92, 4, -44, 94

# For reference, three of the compounds above.
# Order of values: Pf gamet viab, Rac1 wt modul, Rab7 wt modul, Bim-Mcl-1, Rac1 mut GTP, Rab2A wt mod, RGS8-Gao reg, Cdc42 wt, Mcl1 Noxa PPI, Mcl1-Bid inh, HRas wt GTP bind
> Brc1ccc(NCc2nnc3n2CCCCC3)cc1
→ -9, 98, 91, -7, 95, 97, 96, 98, -7, -26, 97
> CC1CCCCN1C(=O)c1cnn2c(C(F)(F)F)cc(-c3ccco3)nc12 (stereo unspecified)
→ 15, 99, 100, 0, 97, 101, 98, 97, -2, -17, 98
> CCC(c1nnnn1Cc1ccccc1)N1CCN(c2ccccc2)CC1 (stereo unspecified)
→ -9, 97, 99, -2, 94, 95, 102, 92, 4, -44, 94

# Next section.
# Order of values: Pf gamet viab, Rac1 wt modul, Rab7 wt modul, Bim-Mcl-1, Rac1 mut GTP, Rab2A wt mod, RGS8-Gao reg, Cdc42 wt, Mcl1 Noxa PPI, Mcl1-Bid inh, HRas wt GTP bind
> CC1CN(C(=O)c2cccn(Cc3c(Cl)cccc3Cl)c2=O)CC(C)O1 (stereo unspecified)
→ 13, 100, 98, 0, 101, 97, 99, 97, 11, -33, 102
> CCOc1ccc(/C=C/C(=O)c2c(O)c3ccccc3oc2=O)cc1
→ /, 97, 98, -7, 93, 94, 100, 94, -7, -30, 97
> COCCn1c(SCC(=O)Nc2ccc(S(=O)(=O)N(C)C)cc2)nc2ccccc21
→ /, 103, 100, -3, 99, 101, 95, 97, 7, -6, 95
> NC(=O)c1csc(-c2ccncc2)n1
→ -5, 94, 100, 0, 93, 96, 101, 98, -17, -25, 97
> CC(C)CC(CC(C)C)=NNC(=O)c1ccc(CSc2nncn2C)cc1
→ 4, 102, 104, -3, 97, 101, 100, 97, 26, -6, 99
> CCN1CCN(c2cc(C)c3cc(NC(=S)N4CC(C)CC(C)C4)ccc3n2)CC1 (stereo unspecified)
→ -8, 103, 100, -3, 97, 96, 96, 99, 3, -75, 97
> CCOC(=O)C1=C(NC(=S)NC(=O)c2ccccc2)c2ccccc2CC1(C)CC (stereo unspecified)
→ /, 98, 100, 0, 99, 96, 99, 98, 6, -2, 97
> COC(=O)[C@@]1(Cc2ccccc2)[C@H]2c3cc(C(=O)N4CCCC4)n(Cc4ccsc4Br)c3C[C@H]2CN1C(=O)c1ccccc1
→ /, 100, 102, -1, 98, 98, 101, 96, -12, -12, 99
> Nc1ccc(Nc2ccccc2)cc1
→ 11, 102, 100, -1, 97, 99, 96, 101, 10, -259, 100
> Cc1nc(NC(=O)/C=C/c2ccccc2)sc1C(=O)N(C)C
→ 7, 100, 97, 0, 97, 97, 101, 100, 2, -1, 98
> CC(=O)c1cccc(S(=O)(=O)NC2CC2)c1
→ /, 102, 97, -4, 100, 101, 99, 105, 10, 1, 99
> CC1(C)CC(=O)C(C=Nc2cccnc2)=C(O)C1
→ /, 102, 101, -3, 101, 101, 102, 103, -3, -15, 103

# An excerpt from above, limited to Rab7 wt modul.
canonical_smiles	Rab7 wt modul
CCOc1ccc(/C=C/C(=O)c2c(O)c3ccccc3oc2=O)cc1	98
COCCn1c(SCC(=O)Nc2ccc(S(=O)(=O)N(C)C)cc2)nc2ccccc21	100
NC(=O)c1csc(-c2ccncc2)n1	100
CC(C)CC(CC(C)C)=NNC(=O)c1ccc(CSc2nncn2C)cc1	104
CCN1CCN(c2cc(C)c3cc(NC(=S)N4CC(C)CC(C)C4)ccc3n2)CC1 (stereo unspecified)	100
CCOC(=O)C1=C(NC(=S)NC(=O)c2ccccc2)c2ccccc2CC1(C)CC (stereo unspecified)	100

# Rows were taken by chance; overall some 2.9% were active at least once.
